Assay outcomes (PubChem)
CCT modulator: High-Throughput Screening for Modulators of Cytosolic Chaperonin Activity; purified chaperonin ATPase assay, HTRF ADP detection, 30 min; activity change, % (no concentration beside the values), hits read low; actives 0.3% (n = 360,000); in the data active means activity change below about -30%; further: on the % scale 0 is the no-effect control and ±100 the full control effect
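Nucleotide hydrolysis assay: TRiC at 20–40 nM final (set by batch activity) with 10 uM ATP, 30 min at 37 °C, in presence of 76 uM compound. Detection by competitive ADP HTRF, 30 min ambient.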
Mm-Cpn inhibitor: Inhibitors of TCP-1 ring complex (TRiC) of Methanococcus maripaludis (MmCpn): qHTS; Chaperonin Mm-Cpn (Methanococcus maripaludis); purified Mm-Cpn ATPase, ADP Transcreener TR-FRET; Potency, µM (doses to about 76.9 µM), without a hit: top-dose activity, negative = inhibition, actives largely listed as inhibitors; actives 0.031% (n = 330,000); further: potency means the concentration at half of the fitted maximal effect; on the % scale 0 is the no-effect control and ±100 the full control effect; nearly all actives have a fitted effect of over 80% in size
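ATP (10 uM final) was added to archaeal chaperonin (25 nM final) after 10 min exposure to test compound at 37°C; after 30 min further incubation, ADP was detected by competitive TR-FRET.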
EPAC2 antagonist: qHTS for Antagonist of cAMP-regulated guanine nucleotide exchange factor 2 (EPAC2): primary screen | Potency, µM (top dose mostly 114 µM), for the others: at the highest dose activity, negative = inhibition, actives largely listed as inhibitors | actives 0.18% (n = 360,000) | EPAC2 GEF exchange of Rap1B-BODIPY-GDP, fluorescence | AID 720708, 2013; further: potency means the concentration at half of the fitted maximal effect; on the % scale 0 is the no-effect control and ±100 the full control effect; nearly all actives have a fitted effect of over 45% in size; many of its hits are not listed in these tables
Target sequence (Q8WZA2 whole entry, looked up): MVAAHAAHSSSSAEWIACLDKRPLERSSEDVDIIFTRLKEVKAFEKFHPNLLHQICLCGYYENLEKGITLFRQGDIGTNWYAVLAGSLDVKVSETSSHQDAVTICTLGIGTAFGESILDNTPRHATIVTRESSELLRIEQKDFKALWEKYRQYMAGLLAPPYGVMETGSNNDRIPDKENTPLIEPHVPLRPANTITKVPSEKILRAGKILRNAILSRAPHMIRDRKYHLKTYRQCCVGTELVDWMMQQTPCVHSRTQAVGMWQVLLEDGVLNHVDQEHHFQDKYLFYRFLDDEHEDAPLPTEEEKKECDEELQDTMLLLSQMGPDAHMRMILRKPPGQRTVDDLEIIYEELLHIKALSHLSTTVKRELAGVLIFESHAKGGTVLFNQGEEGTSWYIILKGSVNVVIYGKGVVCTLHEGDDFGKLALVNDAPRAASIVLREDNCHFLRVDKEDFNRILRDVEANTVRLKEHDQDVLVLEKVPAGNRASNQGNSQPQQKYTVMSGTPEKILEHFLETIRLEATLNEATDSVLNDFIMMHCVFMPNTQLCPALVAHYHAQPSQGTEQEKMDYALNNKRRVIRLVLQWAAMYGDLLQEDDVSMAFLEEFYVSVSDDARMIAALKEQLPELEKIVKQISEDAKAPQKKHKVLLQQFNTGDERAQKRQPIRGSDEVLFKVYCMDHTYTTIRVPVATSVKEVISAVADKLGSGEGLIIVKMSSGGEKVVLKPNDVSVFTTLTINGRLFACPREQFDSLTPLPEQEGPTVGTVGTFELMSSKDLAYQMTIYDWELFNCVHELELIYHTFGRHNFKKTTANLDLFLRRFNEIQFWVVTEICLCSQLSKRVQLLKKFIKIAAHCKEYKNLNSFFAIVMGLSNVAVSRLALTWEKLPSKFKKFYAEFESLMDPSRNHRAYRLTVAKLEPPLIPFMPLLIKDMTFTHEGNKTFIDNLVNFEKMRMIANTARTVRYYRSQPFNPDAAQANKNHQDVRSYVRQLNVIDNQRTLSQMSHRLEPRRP
EPAC1 ag: qHTS for Agonist of cAMP-regulated guanine nucleotide exchange factor 3 (EPAC1): primary screen; Potency, µM (series often up to 154 µM), for inactives: at the top dose activation, hits mostly activators; Rap guanine nucleotide exchange factor 3 (Homo sapiens), O95398; actives 0.073% (n = 360,000); EPAC1 agonist qHTS, biochemical assay; response scale: 100% = response to 6.5 mM cAMP; further: potency means the concentration at half of the fitted maximal effect; nearly all actives have a fitted effect of over 60% in size
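Multi-concentration qHTS readout: loss of Rap1B-bound BODIPY-GDP fluorescence driven by 100 nM EPAC1 with excess GDP (50 uM), monitored kinetically at room temperature; agonist response expressed relative to 6.5 mM cAMP.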
WRN helicase inh: qHTS for Inhibitors of WRN Helicase | WRN helicase unwinding, fluorescent forked duplex, kinetic | actives 0.46% (n = 360,000) | Potency, µM (doses to about 114 µM), for inactives: at the top dose activity change, negative = inhibition, usual class: inhibitors | AID 651768, 2012; further: potency means the concentration at half of the fitted maximal effect; on the % scale 0 is the no-effect control and ±100 the full control effect; nearly all actives have a fitted effect of over 55% in size
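Primary qHTS, 1536-well format. 20 nM WRN + compound, 15 min RT; start with 100 nM forked fluorophore/quencher duplex, 2 mM ATP (final); kinetic read ex 525/em 598 nm.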
EPAC1 antagonist: qHTS for Antagonist of cAMP-regulated guanine nucleotide exchange factor 3 (EPAC1): primary screen | EPAC1 GEF assay, Rap1b-BODIPY-GDP exchange fluorescence | Potency, µM (series often up to 115 µM), without a hit: top-dose activity change, negative = inhibition, hits mostly inhibitors | actives 0.14% (n = 360,000);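 further: potency means the concentration at half of the fitted maximal effect; plate controls were vehicle for no effect and positive control for full effect; nearly all actives have a fitted effect of over 50% in size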
PI5P4Ka inh: qHTS for Inhibitors of phosphatidylinositol 5-phosphate 4-kinase (PI5P4K); PI5P4Kalpha enzyme, ADP-Glo luminescence, 60 min; active compounds read low; max response, %; actives 1.2% (n = 330,000); active means max response of -50% or lower; inconclusive means between -30% and -50%; inactive means -30% or higher; further: value at the top dose of about 77 µM; on the % scale 0 is the no-effect control and ±100 the full control effect
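ADP-Glo luminescence end-point after a 60 min room-temperature kinase reaction. PI5P4Kalpha and substrate in HEPES pH 7.4 buffer with EGTA, 0.1% CHAPS and 5% DMSO; ATP at 5 microM final.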
PLK1 PBD block: qHTS for Inhibitors of PLK1-PDB (polo-like kinase 1 - polo-box domain): Primary Screen | Serine/threonine-protein kinase PLK1 (Homo sapiens), P53350 | Plk1 PBD binding of FITC phosphopeptide, fluorescence polarization | Potency, µM, for the others: max response, negative = inhibition, hits mostly inhibitors | actives 2.8% (n = 360,000) | AID 720504, 2013; further: potency means the concentration at half of the fitted maximal effect; series mostly up to about 57 µM; on the % scale 0 is the no-effect control and ±100 the full control effect; nearly all actives have a fitted effect of over 65% in size
An asterisk follows results filed as active; ? = inconclusive; . = not tested or not shown; [ ] = remark or other dose. Unless noted, the call rests on the fitted dose curve; in most records, active means well fitted curve in the direction sought with a large enough effect; inconclusive means small, poorly fitted or top-dose-only effect, or another doubt; inactive means no such curve, though single readings can be large; an effect the other way counts as inactive or inconclusive. An excerpt, so the mix of outcomes need not match the whole.

smiles | CCT modulator | Mm-Cpn inhibitor | EPAC2 antagonist | EPAC1 ag | WRN helicase inh | EPAC1 antagonist | PI5P4Ka inh | PLK1 PBD block
CCn1cc(C(=O)O)c(=O)c2cc(F)c(N3CCN(C(=S)NC(=O)c4c(OC)cccc4OC)CC3)cc21 | -2.2 | 0% | 3% | 16% | -6% | 18% | 1 | -9%
Cc1noc(C)c1NC(=O)N(C)C[C@@H]1Oc2ncc(Br)cc2C(=O)N([C@@H](C)CO)C[C@@H]1C | 0.6 | . | 6% | -1% | -4% | -8% | 2 | -8%
O=C(Nc1ccc(Cl)cc1)c1ccc2c(c1)S(=O)(=O)c1ccccc1C2=O | -0.2 | . | 10% | 5% | 6% | 4% | -4 | -2%
CCCCN(Cc1ccco1)S(=O)(=O)c1csc(C(N)=O)c1 | -0.4 | 0% | -9% | 1% | -2%[57.1 µM] | -8% | -3 | -15%
COc1cc(NC(=O)C2CCCCC2)c(OC)cc1NC(=O)CCC(=O)NCc1ccco1 | -3.5 | -1% | 1% | 0% | 4% | -4% | . | -2%
CCOc1ccc(-n2c(=O)c3sccc3n(Cc3ccc(C)cc3)c2=O)cc1 | -1.3 | -3% | 0% | 1% | -5% | -25% | 3 | -3%
C=CCn1c(SCc2nc(N)nc(N(C)C)n2)nnc1-c1cccnc1 | -1.0 | 0% | 2% | -3% | -3% | 2% | -4 | 1%
O=[N+]([O-])c1ccc(C2=NN(c3ccccc3)C(c3ccco3)C2)cc1 (centres undefined) | 1.6 | -2% | 11% | 8% | ? | -15% | 0 | 27%
CC(OC(=O)c1ccc([N+](=O)[O-])s1)C(=O)Nc1ncc(Cl)cc1Cl (centres undefined) | 3.4 | 0% | 4% | 0% | -13% | -7% | 13 | -4%
O=C(c1c(F)cccc1F)N(Cc1ccccn1)C1CCCC1 | 1.2 | 1% | 8% | 5% | -24% | 6% | . | -14%
O=[N+]([O-])c1ccc(O)c(C=Nc2cccc3ccccc23)c1 | 0.0 | -14% | -4% | 9% | -8% | -10% | -26 | -10%
COC(=O)/C=C1/S/C(=N/NC(=O)c2ccc(Cl)cc2Cl)NC1=O | -0.8 | -2% | 0% | 3% | -3% | 10% | -9 | -12%
O=C(O)C1C2C=CC(C2)C1C(=O)NCCCc1ccccc1 (centres undefined) | 1.8 | 1% | 5% | 3% | -3% | -11% | -12 | -7%
OCCC1CN(Cc2cccc(O)c2)CCN1CCc1ccccc1 (centres undefined) | -1.4 | 2% | -2% | -7% | -3% | -13% | -1 | -12%
CN1CCCC(C(=O)C(C#N)c2ccccc2)C1 (centres undefined) | -1.4 | 0% | 0% | -5% | -4% | 10% | 0 | -16%
NS(=O)(=O)c1ccc(CCNC(=O)CCC2COc3ccccc3O2)cc1 (centres undefined) | -2.3 | 0% | -1% | 4% | -4% | -4% | 7 | -5%
CCN(CC)C(=O)CSc1nc2ncc(Br)cc2[nH]1 | -2.8 | -1% | 4% | 9% | -16%[57.1 µM] | 8% | 0 | -6%
COCCn1c(SC(C)C(=O)Nc2ccc(Cl)cn2)nnc1-c1ccncc1 (centres undefined) | 1.8 | 1% | 10% | 1% | -1% | -11% | -6 | -2%
COCOCCn1cc(CN2CCS(=O)(=O)N(Cc3ccc(-c4ccccc4)cc3)C(CC(C)C)C2=O)nn1 (centres undefined) | 1.5 | . | 10µM* | -6% | -5% | -14% | 12 | 0%
O=C(Cn1ncc2c3ccccc3n(Cc3cccc(Cl)c3)c2c1=O)NCC1CCCO1 (centres undefined) | -1.3 | -9% | 38%[activator] | -3% | 7% | -4% | -20 | 40%[activator]
C/C=C/c1ccc(OCC(=O)OCC)c(OC)c1 | 1.1 | 0% | -5% | -11% | -5% | -13% | -3 | -16%
Cc1ccccc1C(=O)Nc1ccccc1Sc1ccccc1 | 1.6 | 0% | -13%[57.1 µM] | 12% | -9% | 4% | 20 | 3%
CC(C)(C)C(=O)CSc1nc(N)cc(=O)[nH]1 | 0.7 | 2% | -4% | 3% | -9% | -9% | 2 | 2%
N#CC1=C(SCC(=O)NC2CC2)NC(=O)C(C#N)C12CCCCC2 (centres undefined) | 0.7 | ? | 8% | -1% | 2% | 1% | . | 1%
Cc1ccc(N2C(N)=C(C#N)C3(C(=O)N(C)c4ccccc43)C3=C2CC(C)(C)CC3=O)cc1Cl (centres undefined) | -1.8 | 2% | 6% | -8% | 2% | -1% | -1 | -2%
O=C(O)c1cc(NC(=O)c2cccc(F)c2)cc(NC(=O)c2cccc(F)c2)c1 | 1.0 | 0% | 1% | -7% | -29% | -16% | -11 | -11%
COc1ccc2cc(C#N)c(SCC(=O)N3CC(=O)Nc4ccccc43)nc2c1 | -2.9 | 0% | 9% | 4% | -10% | -7% | 0 | -11%
CC(C)c1ccc(NC(=O)C2CC(=O)N=C(N)S2)cc1 (centres undefined) | -21 | 1% | -1% | -4% | 5%[57.1 µM] | 10% | 0 | -3%
COc1ccccc1NC(=O)CSc1nnc(Cc2cccn2C)n1-c1ccc(F)cc1 | 0.9 | -5% | -3% | 4% | 10% | -5% | 1 | -1%
CCN(C(=O)CCN1C(=O)/C(=C/c2ccccc2)SC1=S)C1CCS(=O)(=O)C1 (centres undefined) | -1.3 | 0% | 3% | -13% | 1% | -14% | -4 | -18%
Cc1cccc(NC(=O)Nc2cc(C)cc(C)n2)c1 | -2.5 | -1% | 3%[57.1 µM] | -4% | -7% | -4% | 3 | -5%
CCN(CC)S(=O)(=O)c1ccc2oc(C(=O)N3CCCCCC3)c(C)c2c1 | -1.0 | -1% | -3% | 5% | -2% | -5% | 0 | -3%
Cc1ccc(Cc2c(C3CCCCC3)nc3ccc(C)cn23)cc1 | 1.9 | . | ? | -4% | -9% | -15% | -8 | 0%
Cc1ccc(NC(=O)COC(=O)C2CSC3(C)CCC(=O)N23)cc1S(=O)(=O)N1CCOCC1 (centres undefined) | -0.5 | -1% | -6% | 1% | -4% | -29% | 2 | -10%
CCCC1=Nc2cc(C(=O)N3CCC(C(=O)OCC)CC3)ccc2Sc2ccccc21 | -0.4 | 0% | -25% | 22% | -11% | -5% | 4 | -3%
O=C(NCc1cccc2[nH]ccc12)C1CCC(=O)N(CCc2ccccc2)C1 (centres undefined) | -1.5 | -1% | -13% | 17% | -6% | 1% | 5 | -9%
CCN(C(=O)Cc1c(C(=O)O)n(CC)c2ccccc12)c1ccccc1C | -1.4 | 1% | 1% | 3% | 0% | 14% | -3 | -17%
COc1ccc(N2C(=O)CC3(CCCC3)CC2=O)cc1 | 0.2 | 2% | 11% | -5% | 2% | -8% | 3 | -4%
COc1ccc(C(CNC(=O)COc2ccc([N+](=O)[O-])cc2)N2CCCCC2)cc1 (centres undefined) | 0.8 | -7% | 1% | -7% | -1% | -11% | 3 | -12%
COc1cc(/C=C2\SC(=S)N(CC(=O)Nc3cccnc3)C2=O)cc(OC)c1OC | -0.6 | -1% | -11% | 8% | -8%[57.1 µM] | -22% | 1 | -3%
Cc1nc2ccccc2n1S(=O)(=O)c1ccc(S(=O)(=O)N2CCCCCC2)cc1 | -1.5 | -1% | -1% | -6% | -3% | -13% | -3 | -7%
O=S(=O)(c1cccc(C(F)(F)F)c1)N1CCN(c2cnccn2)CC1 | -2.4 | 0% | 9% | -11% | 1%[57.1 µM] | -6% | 4 | 3%
O=C(Oc1ccccc1F)c1ccc2c(=O)n3c(nc2c1)CCC3 | 3.2 | 1% | -15% | 10% | -17% | -17% | -1 | -5%
COc1ccccc1N(CC(=O)NC1CCCC1)C(=O)C1(C)CC(=O)N=C2C=CC(C)=CN21 (centres undefined) | -2.1 | -3% | 4% | 12% | 9% | 14% | -5 | -4%
C/C(=C\c1ccccc1)C(=O)Nc1cc(C)on1 | 1.3 | 1% | 1% | -3% | 0% | -7% | -1 | 0%
O=[N+]([O-])c1cccc(C([O-])=C(C(=S)Nc2cccc3ccccc23)[n+]2ccccc2)c1 | -0.2 | . | -3% | -1% | 3% | -1% | -21 | ?
O=C(OCCN1CCCCC1)C1(c2ccccc2)CCCC1 | -3.4 | -1% | 5% | 5% | 11% | -5% | -10 | -12%

A stretch taken from the entries so far, for reference:
smiles | CCT modulator | Mm-Cpn inhibitor | EPAC2 antagonist | EPAC1 ag | WRN helicase inh | EPAC1 antagonist | PI5P4Ka inh | PLK1 PBD block
Cc1ccc(NC(=O)COC(=O)C2CSC3(C)CCC(=O)N23)cc1S(=O)(=O)N1CCOCC1 (centres undefined) | -0.5 | -1% | -6% | 1% | -4% | -29% | 2 | -10%
CCCC1=Nc2cc(C(=O)N3CCC(C(=O)OCC)CC3)ccc2Sc2ccccc21 | -0.4 | 0% | -25% | 22% | -11% | -5% | 4 | -3%
O=C(NCc1cccc2[nH]ccc12)C1CCC(=O)N(CCc2ccccc2)C1 (centres undefined) | -1.5 | -1% | -13% | 17% | -6% | 1% | 5 | -9%
CCN(C(=O)Cc1c(C(=O)O)n(CC)c2ccccc12)c1ccccc1C | -1.4 | 1% | 1% | 3% | 0% | 14% | -3 | -17%
COc1ccc(N2C(=O)CC3(CCCC3)CC2=O)cc1 | 0.2 | 2% | 11% | -5% | 2% | -8% | 3 | -4%
COc1ccc(C(CNC(=O)COc2ccc([N+](=O)[O-])cc2)N2CCCCC2)cc1 (centres undefined) | 0.8 | -7% | 1% | -7% | -1% | -11% | 3 | -12%
COc1cc(/C=C2\SC(=S)N(CC(=O)Nc3cccnc3)C2=O)cc(OC)c1OC | -0.6 | -1% | -11% | 8% | -8%[57.1 µM] | -22% | 1 | -3%
Cc1nc2ccccc2n1S(=O)(=O)c1ccc(S(=O)(=O)N2CCCCCC2)cc1 | -1.5 | -1% | -1% | -6% | -3% | -13% | -3 | -7%
O=S(=O)(c1cccc(C(F)(F)F)c1)N1CCN(c2cnccn2)CC1 | -2.4 | 0% | 9% | -11% | 1%[57.1 µM] | -6% | 4 | 3%
O=C(Oc1ccccc1F)c1ccc2c(=O)n3c(nc2c1)CCC3 | 3.2 | 1% | -15% | 10% | -17% | -17% | -1 | -5%
COc1ccccc1N(CC(=O)NC1CCCC1)C(=O)C1(C)CC(=O)N=C2C=CC(C)=CN21 (centres undefined) | -2.1 | -3% | 4% | 12% | 9% | 14% | -5 | -4%
